FN deposit inh: fibronectin deposition inhibition; AH1F fibroblasts, Alexa488-fibronectin deposition fluorescence, overnight; inhibition, % at 12.6 µM; 350,000 compounds, 0.086% hits; AID 743247;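 active = mean inhibition across replicates of 30% or more, regardless of how many single replicates reach that level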;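 note: positive control wells lacked labelled fibronectin entirely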
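Assay system: AH1F fibroblasts assembling fluorescent fibronectin matrix; Amount: 10000 AH1F cells per well; Buffer or medium: DMEM, 2% serum; Probe or stimulus: Alexa488-fibronectin, 24 nM final in well; Doses: single compound dose, delivered by pin transfer; Incubation: 1 h adhesion, overnight exposure; Measured by: fluorescence 485/525 nm; Read-out: fibronectin deposition inhibition.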
CASP6 VEID inh: inhibitors of human caspase-6 | P55212 | purified caspase-6, Z-VEID-R110 cleavage fluorescence | inhibition, % at 12.5 µM | 350,000 compounds, 0.53% hits | AID 686996;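 active = mean inhibition across replicates at least about 35%, with every replicate also reaching that limit, limit read from the data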;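 note: 0% = median of neutral control wells and 100% = no fluorescence left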
Target sequence (P55212 24-179 limits assumed): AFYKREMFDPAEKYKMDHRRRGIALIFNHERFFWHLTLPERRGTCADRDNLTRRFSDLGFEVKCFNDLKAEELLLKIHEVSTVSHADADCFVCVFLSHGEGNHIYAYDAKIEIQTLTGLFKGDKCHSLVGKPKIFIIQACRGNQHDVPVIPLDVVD
Target sequence (P55212 194-293 limits assumed): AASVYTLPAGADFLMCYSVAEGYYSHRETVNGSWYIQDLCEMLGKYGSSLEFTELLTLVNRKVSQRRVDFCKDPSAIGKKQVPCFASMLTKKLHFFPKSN
EWS-Fli inh: blocks EWS/Fli oncoprotein-driven transcription; AID 651661; A673 NR0B1-luciferase reporter, viability-normalised; 350,000 compounds, 0.67% hits; inhibition, % at 12.6 µM;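 active = mean inhibition of at least 50% after viability correction, with every replicate also passing that limit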;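 note: firefly luciferase signal divided by Alamar Blue viability fluorescence both relative to DMSO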
LGR2 antag: Drosophila LGR2 receptor signaling inhibition; HEK293 LGR2, CRE-luciferase, bursicon-stimulated, 4 h; inhibition, % at 9.99 µM; AID 720647; 380,000 compounds, 0.35% hits;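 active = drop in luminescence signal, shown as inhibition above about 50% in the replicate tests, limit read from the data, passing the limit was not always enough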;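 note: agonist challenge used bursicon conditioned medium at about half maximal strength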
PGC1a acetyl inh: PGC1a acetylation modulation, inhibitor mode | U2OS PGC1a acetylation, AlphaScreen anti-acetyl-lysine; with virally co-expressed GCN5 acetyltransferase | inhibition, % at 15.6 µM | 350,000 compounds, 0.17% hits;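 active = every replicate shows inhibition of at least 40%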;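 note: 0% = neutral control wells and 100% = positive control wells; some results beyond the cut were filed as inactive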
Cneo AK release: causes C. neoformans cell lysis; adenylate kinase release luminescence, 4 h; normalised: neutral wells 0, clomiphene wells 100; lysis activity, % at 15 µM; 360,000 compounds, 0.2% hits;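 active = mean lysis activity across replicates of at least 80%, whatever share of replicates individually reach that level; inactive = mean lysis activity below 80%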
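Material – log-phase Cryptococcus neoformans yeast cells · Input – 5 × 10^6 yeast cells/mL · Medium – fresh YPD growth medium · Doses – single compound concentration per well · Timing – static 4 h at 37 °C with compound, 1 h detection · Detection – adenylate kinase release luminescence · Read-out – signal increase indicating cell lysis · Control set – Clomiphene as positive lysis control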
PAX8 reporter: lowers PAX8-driven luciferase in RMG-I cells; RMG-I TPO-luciferase reporter, SteadyGlo, 24 h; 360,000 compounds, 1.2% hits; inhibition, % at 12.6 µM;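 active = mean replicate inhibition at least 60% with every replicate also reaching 60%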;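 note: luciferase light reporting Pax8 driven TPO promoter activity; plate controls were median of neutral control wells for no effect and mitoxantrone controls for full effect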
miR122 inh: blocks miR-122 activity in Huh7 sensor cells. activation (reporter increase), % at 12.5 µM. Huh7 miR-122 Renilla luciferase sensor, 48 h; neutral wells = 0, positive control = 100. 340,000 compounds, 0.3% hits. AID 602342;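 active = mean replicate activation score at least 90 and every replicate individually at or above 90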;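 note: higher luciferase means less miR-122 activity so hits act as miR-122 inhibitors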
An asterisk follows results filed as active; · = no result given; [ ] = dose if it differs, or a comment.

# | molecule | FN deposit inh | CASP6 VEID inh | EWS-Fli inh | LGR2 antag | PGC1a acetyl inh | Cneo AK release | PAX8 reporter | miR122 inh
1 | N#C[C@@H]1[C@H](c2ccc(C3=CCCC3)cc2)[C@@H](CO)N1c1nc(-c2ccccc2)cs1 | 1 | 0 | 3 | 6 | -5 | · | -4 | ·
2 | COc1ccc(CCn2c(=O)c3cccnc3n(Cc3cccc([N+](=O)[O-])c3)c2=O)cc1OC | -4 | 1 | -5 | -2 | · | · | -12 | ·
3 | COc1cc(C=O)ccc1OCCSc1ccc(C)cc1 | · | 1 | -75 | -31 | 6 | -4 | · | -3
4 | N#Cc1cccc(C(=O)Nc2ccccc2C(=O)NC2CC2)c1 | 0 | -2 | 2 | -20 | -12 | -3 | 7 | -12
5 | Cc1ccc(S(=O)(=O)N(C)C[C@H]2Oc3c(NS(=O)(=O)c4ccc(F)cc4)cccc3C(=O)N([C@H](C)CO)C[C@H]2C)cc1 | · | · | 5 | -9 | 3 | 12 | -7 | -5[16.7 µM]
6 | Cc1ccc(OCCN2CCOCC2)cc1C | 0 | -4 | -38 | -9 | 3 | 0 | -33 | 5
7 | C=CCOc1cccn2c(N(C)C(=O)c3ccc(OC)cc3)c(CC)nc12 | · | 5 | -3 | 14 | 9 | -4 | -19 | -4
8 | O=C(CCN=C1NS(=O)(=O)c2ccccc21)OCc1cccc(Cl)c1 | 6 | 2 | 4 | -18 | · | · | -2 | ·
9 | O=C(NCc1ccco1)c1nc2c(nnn2Cc2ccccc2Cl)c(=O)[nH]1 | · | 2 | 6 | 93* | · | 10 | · | -8
10 | Cc1cc(C2(c3ccc(O)c(C)c3)OC(=O)c3ccccc32)ccc1O | 2 | 4 | 18 | 0 | · | · | 32 | ·
11 | CCOC(=O)c1ccc2nc(NC(C)=O)sc2c1 | -3 | -3 | -94 | -47 | -6 | · | -137 | -7
12 | COc1ccc(Cl)cc1-c1cc(C(=O)Nc2ccc(Br)cc2)[nH]n1 | 10 | -1 | 0 | -15 | -11 | 0 | 2 | 0
13 | C[C@H](CO)N1C[C@H](C)[C@H](CN(C)C(=O)Nc2ccc3c(c2)OCO3)OCCCC[C@H](C)Oc2ccc(NC(=O)Nc3ccccc3)cc2C1=O | -1 | 4 | -12 | 31 | 12 | 6 | -7 | -2[16.7 µM]
14 | Cc1c(C(=O)N(CCO)Cc2ccccc2)oc2c(F)cccc12 | 8 | 2 | -123 | -27 | -11 | -1 | -116 | 3
15 | O=C(C[C@@H]1CC[C@H]2[C@@H](COC[C@@H](O)CN2C(=O)c2ccccc2F)O1)NCc1ccc(Cl)c(Cl)c1 | 12 | · | -5 | 0 | -3 | 1 | 25 | -1[16.7 µM]
16 | C[C@@H]1CN([C@@H](C)CO)C(=O)c2cccc(NS(=O)(=O)c3cccs3)c2O[C@@H]1CN(C)Cc1ccc(Oc2ccccc2)cc1 | -1 | -2 | 15 | -20 | -11 | 5 | · | 51[16.7 µM]
17 | O=C(CCN1CCCCC1)NCC[C@H]1CC[C@@H](NS(=O)(=O)c2cccc(F)c2)[C@@H](CO)O1 | -5 | -12 | 4 | -10 | 7 | 0 | -7 | ·
18 | O=C(OCC#CCSc1nnc(-c2ccc(Br)cc2)o1)c1cccs1 | -6 | -2 | -12 | -23 | · | · | -28 | ·
19 | O=C(CSc1nc(=O)n2cc(Cl)ccc2n1)NCCc1ccccc1 | -2 | 11 | 4 | 7 | · | 3 | -7 | ·
20 | NC(=O)CC(NC(=O)Cc1cccc2ccccc12)c1ccc(N2CCCCCCC2)c([N+](=O)[O-])c1 (configuration not stated) | 8 | 0 | 3 | 20 | -2 | 3 | 16 | 6
21 | Cc1cc(=O)[nH]c(SCc2cccc3cccnc23)n1 | · | 5 | 5 | · | -13 | -2 | 10 | ·
22 | CCOC(=O)C1CSCCS(=O)(=O)N1Cc1ccc(Br)cc1 (configuration not stated) | -23 | 2 | -4 | 9 | · | · | 9 | ·
23 | CCOc1ccc(-n2cc(-c3ccc(OC)c(OC)c3)[nH]c2=S)cc1 | 6 | 10 | 0 | 25 | 3 | · | -12 | 3
24 | CCCC#Cc1cnc2c(c1)C(=O)N([C@H](C)CO)C[C@@H](C)[C@H](CN(C)C(=O)Nc1ccccc1OC)O2 | -6 | 1 | -4 | 6 | -16 | 1 | · | 0[16.7 µM]
25 | O=C(Nc1ccc(F)cc1)C(CCc1ccccc1)N1CCN(Cc2c(F)cccc2Cl)CC1 (configuration not stated) | · | -2 | 13 | -3 | · | · | 15 | ·
26 | O=C(c1ccccc1)c1ccc(C(=O)N2CCCC(C(F)(F)F)C2)cc1 (configuration not stated) | -1 | 6 | 0 | -42 | · | · | -15 | ·
27 | COc1ccc2cc(C#N)c(N3CCOCC3)nc2c1 | 8 | -1 | 14 | 6 | -3 | 3 | -14 | 0
28 | O=C(N/N=C/c1ccccc1)c1n[nH]c2c1CCCC2 | 0 | -3 | -13 | 31 | · | 0 | -15 | -3
29 | COC(=O)c1cc(N=C(N)N=C(N)N)cc(C(=O)OC)c1 | 1 | 0 | 3 | 0 | 5 | · | 12 | ·
30 | Cc1ccc(C)c(S(=O)(=O)Nc2ccc(C(=O)NCC(c3ccco3)N3CCCCC3)cc2)c1 (configuration not stated) | 6 | -2 | 4 | 4 | -2 | 1 | -5 | 22
31 | CN(Cc1ccccc1)C(=O)c1[nH]cnc1C(=O)Nc1cccc(Cl)c1 | -1 | -3 | -42 | -64 | · | -3 | -100 | 8

Among those listed so far, 6 contain fluorine:
# | molecule | FN deposit inh | CASP6 VEID inh | EWS-Fli inh | LGR2 antag | PGC1a acetyl inh | Cneo AK release | PAX8 reporter | miR122 inh
5 | Cc1ccc(S(=O)(=O)N(C)C[C@H]2Oc3c(NS(=O)(=O)c4ccc(F)cc4)cccc3C(=O)N([C@H](C)CO)C[C@H]2C)cc1 | · | · | 5 | -9 | 3 | 12 | -7 | -5[16.7 µM]
14 | Cc1c(C(=O)N(CCO)Cc2ccccc2)oc2c(F)cccc12 | 8 | 2 | -123 | -27 | -11 | -1 | -116 | 3
15 | O=C(C[C@@H]1CC[C@H]2[C@@H](COC[C@@H](O)CN2C(=O)c2ccccc2F)O1)NCc1ccc(Cl)c(Cl)c1 | 12 | · | -5 | 0 | -3 | 1 | 25 | -1[16.7 µM]
17 | O=C(CCN1CCCCC1)NCC[C@H]1CC[C@@H](NS(=O)(=O)c2cccc(F)c2)[C@@H](CO)O1 | -5 | -12 | 4 | -10 | 7 | 0 | -7 | ·
25 | O=C(Nc1ccc(F)cc1)C(CCc1ccccc1)N1CCN(Cc2c(F)cccc2Cl)CC1 (configuration not stated) | · | -2 | 13 | -3 | · | · | 15 | ·
26 | O=C(c1ccccc1)c1ccc(C(=O)N2CCCC(C(F)(F)F)C2)cc1 (configuration not stated) | -1 | 6 | 0 | -42 | · | · | -15 | ·

From PubChem BioAssay
